# S3 lipid droplet: qHTS Assay for Lipid Storage Modulators in Drosophila S3 Cells; lipid storage change, negative = inhibition, % at the top dose, mostly 46.1 µM; hits show Potency in µM; AID 2685, 2010; 320,000 compounds, 0.64% hits; Drosophila S3 cells, BODIPY lipid droplet fluorescence, 18-24 h; cells fed with added oleic acid; active means well fitted inhibition curve with a large enough effect in the signal ratio, with a control signal flat, not every such curve was filed as active; inconclusive means small, poorly fitted or top-dose-only effect, or effect the other way, or a change in a side signal; the % refers to the signal ratio
#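 Drosophila S3 cells got compounds at several concentrations plus oleic acid (400 uM solution). Laser-scanning cytometry with 488 nm excitation read lipid droplets at 500-530 nm and cells at 575-640 nm. Percent activity was relative to 20 uM Triacsin C.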
# S3 lipid droplet cell count max: recorded beside S3 lipid droplet, whose call it bears; cell number change, %; measured here: cell count max response;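 cells counted by Cell Tracker Red CMTPX staining in the red channel; peak over a dose series mostly up to 46.1 µM; percent activity relative to internal control wells on each plate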
# Active calls of the source: *; i = inactive; u = inconclusive; x = no result given. On the % scale 0 is the no-effect control and ±100 the full control effect; potency means the concentration at half of the fitted maximal effect.
S3 lipid droplet	S3 lipid droplet cell count max	mol
i	-24	CC(Cc1cccnc1)NC(=O)c1ccccc1OC1CCN(S(C)(=O)=O)CC1 (configuration not stated)
u	x	COc1nc(N(C)C)nc(N(OC)S(=O)(=O)c2ccccc2Cl)n1
u	x	COCCN(Cc1cccs1)S(=O)(=O)c1ccc(-c2ccc(=O)[nH]n2)s1
u	x	O=C(CN1C(=O)c2ccccc2S1(=O)=O)NCc1cccnc1
18%	-2	O=C(Nc1ccccc1N1CCN(C(=O)c2ccccc2)CC1)c1cc(Br)ccc1Cl
u	x	CC(NC(=O)C12CC3CC(CC(O)(C3)C1)C2)c1ccc(Cl)cc1Cl (configuration not stated)
-12%	-4	CN(C)/C=C/C(=O)Oc1ccc(Cl)cc1Cl
11%	-15	O=C(CSc1nc2ccc(Cl)cc2[nH]1)c1cccs1
u	x	CCOC(=O)C1CCCN(C(=O)c2ccc([N+](=O)[O-])cc2)C1 (configuration not stated)
u	x	CCN(CC)CCCn1c(C)cc2c(c1=O)C(c1cccc(Cl)c1)C(C#N)=C(N)O2 (configuration not stated)
u	x	CCC(C)(C)c1ccc(OCC(=O)Nc2ccncc2)cc1
-5%	-13	Cc1ccccc1NC(=O)NCCc1ccc(Cl)cc1
0%	-7	CSCCC(NS(=O)(=O)c1ccccc1)C(=O)OC(C)C(=O)Nc1ccc(Cl)cn1 (configuration not stated)
-23%	-19	O=C(O)c1ccc(N2C(=O)c3cccc(Oc4ccc(Cl)cc4)c3C2=O)cc1
i	x	CCOC(=O)c1cccc(NC(=O)Cn2nc(C)n3cccc3c2=O)c1
u	x	COc1ccc(OC)c(/C=N/NC(=O)c2cc3c(OC)c(OC)ccc3[nH]2)c1
u	x	CS(=O)(=O)Nc1cccc(C(=O)OCCCOc2ccc(F)cc2)c1
-4%	-14	Cc1ccc(C(=O)Nc2ccccc2-c2ccccc2)cc1[N+](=O)[O-]
19%	-10	O=c1[nH]cnc2c1c(-c1ccccc1)cn2-c1cccc(Cl)c1
u	x	Clc1ccc(Cl)c(Oc2ccc(Oc3nc(Cl)ccc3Cl)cc2)n1

# Next structures follow.
S3 lipid droplet	S3 lipid droplet cell count max	mol
i	x	Cc1nn(-c2cccc(Cl)c2)c2c1C(c1ccncc1)C(C#N)=C(N)O2 (configuration not stated)
u	x	COc1ccccc1N1CCN(C(=O)C2CCC(Cn3c(=S)[nH]c4ccccc4c3=O)CC2)CC1 (configuration not stated)
u	x	CN(C)C(=O)c1nnsc1Sc1ccc(Cl)cc1
15%	15	COc1cc(/C=C/C(=O)OCC(=O)N2CCN(C(=O)c3ccco3)CC2)ccc1O
1%	-6	COc1ccc(N=Nc2c(C)[nH][nH]c2=O)cc1
14%	-6	CNC(=O)c1cc2c(=O)n3cccc(C)c3nc2n(C(C)C)c1=N
0%	-7	O=C(Nc1ccccc1N1CCN(C(=O)c2ccccc2)CC1)c1cccc(Cl)c1
u	x	COc1cc(Cl)c(C)cc1NC(=O)c1cc(S(=O)(=O)N(C)C)ccc1N1CCCC1
-28%	0	CC1CN(c2ccccc2)CCN1C(=O)c1cc(COc2c(F)cccc2F)on1 (configuration not stated)
u	x	CCOc1ccccc1CNC(=O)c1ccc2c(c1)N(CC)CCS2
6%	-1	O=C(NCCc1c[nH]c2ccccc12)/C(=C\c1cccnc1)NC(=O)c1ccccc1Br
u	x	O=C(Nc1ccc(COc2ccccc2)cc1)Nc1cccc(C(=O)O)c1
u	x	COC(=O)c1ccc(CSc2nc3c(c(=O)n2-c2ccc(C)cc2)SCC3)o1
-2%	-15	COc1ccc(C(=O)CNC2=NCCC2)cc1
-4%	16	CC1CN(Cc2cn(C)nc2-c2ccc(Oc3ccccc3)cc2)CCN1C (configuration not stated)
i	x	O=C(Nc1ccccc1)c1sccc1Oc1ccc([N+](=O)[O-])cc1F
u	x	Cc1cccn2c(=O)c(C=O)c(N3CCCCCC3)nc12
9%	3	CCOC(=O)c1sc2nc(C)nc(NCc3ccccc3)c2c1C
-3%	-16	C(=C\c1ccccc1)/CSc1nnc(-c2cnccn2)n1Cc1ccco1
u	x	CC1(C)CC2(C)OC(=N)C1(C#N)C2(C#N)C#N (configuration not stated)

# Pulled one by one from the entries so far (2):
S3 lipid droplet	S3 lipid droplet cell count max	mol
-3%	-16	C(=C\c1ccccc1)/CSc1nnc(-c2cnccn2)n1Cc1ccco1
u	x	COC(=O)c1ccc(CSc2nc3c(c(=O)n2-c2ccc(C)cc2)SCC3)o1

# (listing goes on)
S3 lipid droplet	S3 lipid droplet cell count max	mol
-3%	-8	COC(=O)[C@@]1(Cc2ccc(F)cc2)[C@H]2c3cc(C(=O)N4CCCC4)n(CCc4c[nH]c5ccc(OC)cc45)c3C[C@H]2CN1C(=O)c1ccccc1
-5%	-17	Fc1cccc(Cl)c1Cn1nnc2c(NCc3ccccn3)ncnc21
-4%	16	CC(C)c1nnc(N2C(=O)C(O)=C(C(=O)c3cccs3)C2c2ccccc2)s1 (configuration not stated)
u	x	COc1ccccc1OCCCCCc1c(C)n[nH]c1C
u	x	Cc1[nH]c2ccc(C(=O)NCCCN(C)C3CCCCC3)cc2c1C
i	1	O=C(CNC1C(=O)Nc2ccccc21)Sc1ccccc1 (configuration not stated)
u	x	O=C1CC(=O)Nc2cc(S(=O)(=O)N3CCOc4ccccc43)ccc2N1
u	x	CCOc1cc(/C=N/Nc2nnc(C)n2N)ccc1O
4%	1	CN(C)C(CNC(=S)Nc1ccccc1Cl)c1cccnc1 (configuration not stated)
13%	x	Cc1cc(C)n(CC(C)Nc2nc3nonc3nc2N2CCCCC2)n1 (configuration not stated)
-6%	-6	O=C(NCCOC(=O)C1COc2ccccc2O1)c1cccnc1 (configuration not stated)
u	x	C#CCOc1coc(COC(=O)c2ccccc2)cc1=O
0%	11	CSc1ccccc1NC(=O)CN(C)C(=O)c1c(C)nn(Cc2ccccc2)c1C
25%	8	CNC(=S)N(Cc1ccc2c(c1)OCO2)C1CC(=O)N(c2ccccc2)C1=O (configuration not stated)
-5%	-21	COc1cccc(C(=O)NCCS(=O)(=O)NCC2CCCO2)c1 (configuration not stated)
7%	15	COC(=O)c1cc(-c2ccc(Cl)cc2Cl)n[nH]1
2%	6	Cc1nc(C)c(Cc2ccccc2Cl)c(=O)[nH]1
i	x	COc1ccccc1NC(=O)N1CCN(c2ncccn2)CC1
i	25	O=C(NCCCN1CCOCC1)c1cccc(S(=O)(=O)N2CCc3ccccc3C2)c1
4%	18	N/C(=N\OC(=O)c1cnn(-c2ccccc2)c1C(F)(F)F)c1ccc(C(F)(F)F)cc1

# Next part:
S3 lipid droplet	S3 lipid droplet cell count max	mol
i	-2	C=CCN(C(=O)c1csnn1)C(C(=O)NCc1ccc(F)cc1)c1ccccc1 (configuration not stated)
u	x	CCCC1C(=O)N(c2ccccc2)C1c1ccccc1 (configuration not stated)
u	x	O=C(c1ccc(N2CCN(S(=O)(=O)c3ccccc3)CC2)c([N+](=O)[O-])c1)N1CCOCC1
u	x	CCS(=O)(=O)c1nc(S(=O)(=O)c2ccc(C)cc2)c(NCCCN2CCOCC2)s1
u	x	COc1ccc(C(=O)N2CC=C(c3ccccc3)CC2)cc1S(=O)(=O)N1CCOCC1
u	x	COc1ccccc1CN(C)C(=O)c1cc2ccccc2o1
u	x	O=C(CSc1ncnc2nc[nH]c12)c1ccccc1
u	x	CCCN1CCN(S(=O)(=O)c2ccc(OC)c(Br)c2)CC1
u	x	OCC[C@@H]1C[C@@H](O)[C@H](O)[C@]2(Cc3ccccc3CCO2)O1
u	x	Cc1cc(-c2ccc(Cl)cc2)n2nc(N)nc2n1
6%	9	O=C(CCSc1ccccc1)Nc1nnc(-c2ccccc2)o1
u	x	CCOc1cccc(/C=C/c2ccc3ccccc3n2)c1OC(C)=O
8.2µM*	x	COc1cccc(NC(=O)COc2ccc(C(=S)N3CCN(C)CC3)cc2OC)c1
u	x	Cn1nnnc1SCC(=O)Nc1ccccc1C(N)=O
0%	9	Cc1c(C)c(C)c(C(=O)CCc2cccc(NC(=O)CCC(=O)O)c2)c(C)c1C
u	x	COC(=O)Cc1ccc(NC(=O)c2ccc3c(c2)C(=O)N(Cc2cccnc2)C3=O)cc1
u	x	Nc1nc(N)c(N=Nc2ccc(C(=O)O)cc2)c(N)n1
u	x	CCOC(=O)c1ccc(NC(=O)N2CC(C)OC(C)C2)cc1 (configuration not stated)
u	x	Cn1c(=O)c2c(nc(CN3CCN(C(=O)c4ccco4)CC3)n2Cc2ccc(F)cc2)n(C)c1=O
u	x	CCCc1nn2c(=O)cc(COc3ccc(NC(=O)c4ccco4)cc3)nc2s1

# Some of the entries above, set out differently.
CCOc1cccc(/C=C/c2ccc3ccccc3n2)c1OC(C)=O
  S3 lipid droplet: u	S3 lipid droplet cell count max: x
COc1cccc(NC(=O)COc2ccc(C(=S)N3CCN(C)CC3)cc2OC)c1
  S3 lipid droplet: 8.2µM*	S3 lipid droplet cell count max: x
Cn1nnnc1SCC(=O)Nc1ccccc1C(N)=O
  S3 lipid droplet: u	S3 lipid droplet cell count max: x
Cc1c(C)c(C)c(C(=O)CCc2cccc(NC(=O)CCC(=O)O)c2)c(C)c1C
  S3 lipid droplet: 0%	S3 lipid droplet cell count max: 9

# More compounds:
S3 lipid droplet	S3 lipid droplet cell count max	mol
8%	1	O=C(c1ccc2ccccc2c1)C1CCCN(C(=O)c2cnccn2)C1 (configuration not stated)
u	x	CC1=CN2C(=N)/C(=C/c3ccc(Sc4ccc(C)cc4)o3)C(=O)N=C2S1
u	x	CC(C)CN(C(=O)C1CCCO1)c1c(N)n(CC(C)C)c(=O)[nH]c1=O (configuration not stated)
14%	-9	Cc1cc(Cl)ccc1NC(=O)COC(=O)CCNS(=O)(=O)c1ccccc1
u	x	CCN(CC)S(=O)(=O)c1cccc(NC(=O)c2ccccc2Br)c1
u	x	COc1ccc(-c2csc(NC(=O)CSCc3c(C)noc3C)n2)c(OC)c1
4%	x	C/C(=N\NC(=O)c1ccc([N+](=O)[O-])cc1)c1cccc([N+](=O)[O-])c1
11%	3	Cc1cccc(C)c1NC(=O)CN(C)c1ccc(C(F)(F)F)cn1
10%	21	O=C(NN1C(=O)/C(=C/c2cccs2)SC1=S)c1cccnc1
u	x	Cc1cccc(NC(=O)CSc2nnc(CNC(=O)c3ccc(S(=O)(=O)N(C)C)cc3)n2-c2ccccc2)c1
10%	-2	CN1CCN(S(=O)(=O)c2cccc(C(=O)NC3CCCc4ccccc43)c2)CC1 (configuration not stated)
i	x	Cc1ccc(NC(=O)CN2CCc3ccccc3C2)cc1
11%	16	CNC(=O)/C(C#N)=C/c1c(N2CCN(C)CC2)nc2c(C)cccn2c1=O
0%	1	Cc1ccc(C(=O)OCCc2c(C)[nH]n(-c3ccccc3)c2=O)cc1
u	x	Cc1cc2oc(=O)c3c(c2cc1OCc1nn[nH]n1)CCCC3
3%	12	Cc1cc(S(=O)(=O)Nc2ccc(C(=O)NCC(C)(C)N3CCOCC3)cc2)ccc1F
u	x	O=C(NC1CCCc2c1cnn2-c1ccccc1F)c1ccccn1 (configuration not stated)
u	x	Cc1cc(N2CCOCC2)nc(SCC(=O)OCc2ccccc2)n1
u	x	COc1cccc(NC(=S)N(CCCN2CCCC2)Cc2cccn2Cc2ccc(Cl)cc2)c1
u	x	CCn1c(SCC(=O)NC2CCCCC2)nnc1-c1cc2cccc(OC)c2o1

# By substructure, the entries above containing a COOH group.
S3 lipid droplet	S3 lipid droplet cell count max	mol
-23%	-19	O=C(O)c1ccc(N2C(=O)c3cccc(Oc4ccc(Cl)cc4)c3C2=O)cc1
u	x	O=C(Nc1ccc(COc2ccccc2)cc1)Nc1cccc(C(=O)O)c1
0%	9	Cc1c(C)c(C)c(C(=O)CCc2cccc(NC(=O)CCC(=O)O)c2)c(C)c1C
u	x	Nc1nc(N)c(N=Nc2ccc(C(=O)O)cc2)c(N)n1

# Following part:
S3 lipid droplet	S3 lipid droplet cell count max	mol
-4%	1	COc1ccc(OC)c(NC(=O)CSc2nncc3ccc(OC)c(OC)c23)c1
i	25	Cc1cccc(NS(=O)(=O)c2ccc(C)c(C(=O)NCc3ccccn3)c2)c1
u	x	CC(CN1CCN(C)CC1)OC(=O)c1ccc(Cl)cc1 (configuration not stated)
u	x	Cc1[nH]cnc1C(=O)N/N=C/c1c(Cl)cccc1Cl
18%	0	O=C(/C=C/c1ccc(Cl)cc1)N(Cc1ccccc1)C1CCS(=O)(=O)C1 (configuration not stated)
-8%	8	COCC[N+]1(C)CCCCC1
-3%	-13	COc1ccccc1C(=O)C1CCCN(C(=O)CCc2ccccn2)C1 (configuration not stated)
-9%	-13	O=C(CNCc1ccccc1Cl)Nc1ccccc1N1CCCCC1
9%	5	CCOC(=O)c1cnc(SCC(=O)Nc2cc(OC)cc(OC)c2)nc1N
u	x	COc1ccc(-c2cc(=O)oc3cc(OCC(=O)N(C)C4CCS(=O)(=O)C4)ccc23)cc1 (configuration not stated)
u	x	Cc1ccc(C(=O)NCC(=O)OCCCOC(=O)CNC(=O)c2ccc(C)cc2)cc1
12%	12	O=C(Cn1nc(C(=O)O)c2ccccc2c1=O)Nc1cccc(S(=O)(=O)N2CCOCC2)c1
u	x	CCOCCCN(C)C1CCN(C(=O)c2oc3ccccc3c2NC(=O)Cc2ccc(F)cc2)CC1
4%	-3	O=C(Nc1nc2ccc(F)cc2s1)C1CCCO1 (configuration not stated)
15%	-1	Cc1c(C(=O)NCCSCc2ccccc2)cccc1[N+](=O)[O-]
5%	12	COc1ccc(OCCNC(=O)/C=C/c2ccccc2)cc1
6%	7	COc1ccc(NC(=S)NC(=O)c2ccccc2Cl)cc1
u	x	N#Cc1c(-c2ccccc2)nc(SCc2ccc([N+](=O)[O-])cc2)[nH]c1=O
u	x	C/C(=N\NC(=O)OC(C)(C)C)c1ccc(-n2ccnc2)cc1
u	x	CCOC(=O)C1CCN(C(=O)c2cn(CCOC)c(=O)c3c2c2ccccc2n3C)CC1

# Screening results from PubChem.

# Not all compounds are listed; the hit share may differ from the screen's.
